Bioassay records deposited in PubChem BioAssay by Fisher Drug Discovery Resource Center.
hcGAS inh – human cGAS inhibition | Q8N884 | recombinant h-cGAS, ATP depletion, Kinase-Glo luminescence | inhibition, % at 12.5 µM | actives 0.081% (n = 290,000) | AID 1259398;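 further: 0% = vehicle reaction and 100% = reaction without DNA for no activity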
Target sequence (Q8N884 whole entry, looked up): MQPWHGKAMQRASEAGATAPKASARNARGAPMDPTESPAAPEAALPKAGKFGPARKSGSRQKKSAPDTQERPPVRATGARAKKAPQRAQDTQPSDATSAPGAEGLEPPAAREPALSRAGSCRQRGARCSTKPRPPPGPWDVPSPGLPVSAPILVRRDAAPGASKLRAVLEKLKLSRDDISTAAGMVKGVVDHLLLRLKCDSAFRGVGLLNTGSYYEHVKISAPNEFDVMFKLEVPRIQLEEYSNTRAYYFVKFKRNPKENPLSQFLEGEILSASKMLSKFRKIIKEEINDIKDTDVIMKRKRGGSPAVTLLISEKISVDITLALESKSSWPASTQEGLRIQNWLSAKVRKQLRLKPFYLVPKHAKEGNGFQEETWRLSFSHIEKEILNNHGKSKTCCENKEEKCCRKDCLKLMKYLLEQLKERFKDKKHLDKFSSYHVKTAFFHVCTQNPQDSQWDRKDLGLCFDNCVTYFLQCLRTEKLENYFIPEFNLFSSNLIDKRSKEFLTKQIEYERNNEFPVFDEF
NPYLR7 ag – mosquito NPYLR7 agonism; HEK293T NPYLR7/Galpha15, GCaMP6s calcium fluorescence; activation, % at 10 µM; actives 0.15% (n = 270,000); AID 1259423; in the data active means activation above about 40%;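 further: 0% = vehicle and 100% = reference agonist at the receptor; some compounds past the cut are filed as inactive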
mcGAS lum – blocks mouse cGAS activity; Q8C6L5; recombinant cGAS, Kinase-Glo ATP depletion luminescence; inhibition, % at 12.5 µM; actives 0.15% (n = 160,000);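 further: 0% = negative control wells and 100% = reference inhibitor with no enzyme activity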
The depositor's hits bear a star; x = no result given; & = joins results of further samples. Unless noted, no stated cut-off is given here; in the data, active means inhibition above about 40%; inactive means the rest. A portion of the library. The share of hits here may be higher or lower than overall.

Each structure is followed by: hcGAS inh, NPYLR7 ag, mcGAS lum
> O=C1NCCN2CCN(C(=O)Cc3[nH]nc4ccccc34)CC12 (stereo not drawn)
  -6, 12, x
> Cc1ccccc1N1CCN(C2CCCN(C(=O)Cc3c(C)noc3C)C2)CC1 (stereo not drawn)
  -4, -5, x
> COc1ccc(CC(C)N(C)C(=O)CN(C)C(=O)c2cccs2)cc1 (stereo not drawn)
  -5, -4, x
> Cc1nc(CNC(C)Cc2cccc(F)c2)cs1 (stereo not drawn)
  -2, 2, -4
> CN1C(=O)C(=Cc2ccccc2)C(=O)N(C)C1=O
  -3, 2, -5
> CSCc1noc(CNC(C)Cc2ccccc2F)n1 (stereo not drawn)
  -5, -4, -13
> CC(C)(C)n1cc(C2=CCN(CCN3CCCCCC3)CC2)cn1
  -11, 1, x
> CC(C)c1nccc(CN2CCN3CCN(C)CC3C2)n1 (stereo not drawn)
  1, 3, -13
> Cc1[nH]c(=O)[nH]c(=O)c1CC(=O)N1CCN(C)C2(CCN(C)CC2)C1
  -3, 18, x
> C#CCN(C)S(=O)(=O)c1ccc(Cn2nc(C(=O)Nc3ccc(N4CCCCC4)cc3)c3ccccc32)cc1
  -7, 8, -4
> CN1C(=O)C2(CCN(Cc3ccc(-c4ccn[nH]4)o3)CC2)c2ccccc21
  -1, 3, -14
> CCOC(=O)[C@H]1CN(C(=O)c2ccc(Cl)cc2)[C@]2(C)C(=O)Nc3ccccc3[C@H]12
  0, 33, -3
> c1cc2c(c(-c3nccc4occc34)c1)CCNC2
  3, 2, 1
> N#CC1(c2ccccc2)CCNCC1
  -2, -1, -4
> Cc1cc(CC(=O)N2CCCN(C)C3(CCN(C)CC3)C2)on1
  -11&-4, -1&-5, -13
> CSc1ccccc1NC(=O)c1cccn(Cc2cccc(C)c2)c1=O
  -13, 15, x
> O=C(Nc1cc(F)ccc1F)N1CCN(CCOC(c2ccccc2)c2ccc(F)c(F)c2)CC1 (stereo not drawn)
  -10, 2, -8
> Cc1cc(O)c2c(c1)OC(C)(C)C1=C2CC(C)CC1 (stereo not drawn)
  -3, -13, x
> COc1ccc(CC2NCCc3cc(OC)c(OC)cc32)cc1OC (stereo not drawn)
  -4, 0, -4
> c1nc(N2CCCN3CCCC3C2)c2[nH]cnc2n1 (stereo not drawn)
  -19, 7, x

Limited to hcGAS inh and NPYLR7 ag, for two of the compounds above:
canonical_smiles,hcGAS inh,NPYLR7 ag
CCOC(=O)[C@H]1CN(C(=O)c2ccc(Cl)cc2)[C@]2(C)C(=O)Nc3ccccc3[C@H]12,0,33
c1cc2c(c(-c3nccc4occc34)c1)CCNC2,3,2

New compounds follow.
Each structure is followed by: hcGAS inh, NPYLR7 ag, mcGAS lum
> COC(=O)c1ccccc1NC(=O)N1CCN(CCOC(c2ccccc2)c2ccccc2)CC1
  -4, 26, -9
> Cc1cccc(Cc2cnc[nH]2)c1C
  10, -4, -1
> COc1ccc(CNC(=O)c2cnn(CCN3CCOCC3)c2)cc1OC
  -11, 5, -17
> Cc1ccc(C2=CCN(CC(=O)NCC(F)(F)F)CC2)cc1
  -5, 12, -7
> COC(=O)c1ccccc1NC(=O)N1CCN(CCOC(c2ccc(F)cc2)c2ccc(F)cc2)CC1
  -2, 2, -5
> CC12CCC(O)CC1CCC1C2CCC2(C)C(C(=O)O)CCC12 (stereo not drawn)
  -11, 9, -4
> CN(C)c1cnn(C23CC4CC(CC(C4)C2C(=O)O)C3)c(=O)c1Cl (stereo not drawn)
  -9, x, -5
> O=C(Cc1cccs1)N1CCN(C(c2ccccc2)c2ccc(Br)cc2)CC1 (stereo not drawn)
  -3, 24, -7
> C#CCNC(=O)c1nn(Cc2ccc(S(=O)(=O)N(CC)CC)cc2)c2ccccc12
  -5, 8, -4
> COCc1nc(-c2cccc(CN3CCN(C(=O)COc4ccccc4C)CC3)c2)no1
  -6, x, -5

2 of the compounds above, with each value named.
Cc1ccc(C2=CCN(CC(=O)NCC(F)(F)F)CC2)cc1
- hcGAS inh = -5
- NPYLR7 ag = 12
- mcGAS lum = -7

Cc1cccc(Cc2cnc[nH]2)c1C
- hcGAS inh = 10
- NPYLR7 ag = -4
- mcGAS lum = -1

Going on with the list.
Each structure is followed by: hcGAS inh, NPYLR7 ag, mcGAS lum
> COc1cc2ccc(=O)oc2c2ccoc12
  0, -9, x
> Cc1ccc(CN(CCc2ccccc2)C(=O)CN(CCN2CCCCC2)C(=O)Cc2ccccc2)o1
  -1, -1, -4
> CC(C)NC(=O)OC[C@H]1C[C@@H]2CCN1C[C@@H]2c1cc(-c2ccccc2)nn1C
  -6, -9, -7
> Cc1cc(C(=O)OCC(=O)Nc2ccccc2C(N)=O)c(C)n1C(C)C
  -12, 7, x
> CC(C)C(O)(C(=O)OC[C@@H]1CC[N+]2([O-])CCCC12)C(C)O (stereo partly drawn)
  -4, 5, -4
> CCN(CC)C(=O)c1ccc(NCC(=O)N2CCc3ccccc3C2)cc1Cl
  -6, -1, -12
> CCCCCCn1c(=O)c(C(=O)Nc2nc(C34CC5CC(CC(C5)C3)C4)cs2)c(O)c2ccccc21
  -4, 1, x
> Cn1nc(-c2ccccc2)c2c1N(CC(=O)O)C(=O)CSC2c1ccc2c(c1)OCO2 (stereo not drawn)
  -2, 1, -5
> N#Cc1cccnc1N1CCNCC1
  -5, 7, x
> CS(=O)(=O)N1CCN(CCOC(c2ccccc2)c2cccc(C(F)(F)F)c2)CC1 (stereo not drawn)
  11, -3, -7
> CC1(C)CC(=O)C2=C(C1)OC(=N)C(C(=O)OC(C)(C)C)C21C(=O)Nc2ccc(Br)cc21 (stereo not drawn)
  -3, 7, -5
> CCCCCCCCCCCCCC(=O)O[C@@H]1[C@@H](C)[C@@]2(O)[C@@H](C=C(CO)C[C@]3(O)C(=O)C(C)=C[C@@H]23)[C@@H]2C(C)(C)[C@]12OC(C)=O
  -3, -7, -4
> COP(=S)(OC)Oc1ccc([N+](=O)[O-])cc1
  -3, -6, x
> COc1cc([N+](=O)[O-])c(N)c([N+](=O)[O-])c1
  -9, 7, -11
> O=C1NC2(CCNCC2)Nc2ccc(Br)cc21
  -1, 11, x
> C=C1N=C(c2cc3ccc(C)cc3[nH]c2=O)NO1
  -3, 3, x
> O=S(=O)(c1cc(F)ccc1F)N1CCN(CCOC(c2ccccc2)c2ccc(F)c(F)c2)CC1 (stereo not drawn)
  -11, 5, -9
> Cc1ccc(Cn2cccc(C(=O)Nc3ccccc3C#N)c2=O)cc1
  3, 29, x
> CS(=O)(=O)c1ccc(CN2CCCC(C(=O)c3ccccn3)C2)cc1 (stereo not drawn)
  -11, 13, -16
> COc1ccc(N(CC(O)CN2CCNCC2)S(=O)(=O)c2ccc(C)cc2)cc1 (stereo not drawn)
  -1, -1, -3

The final two records of the part before lead into the next.
Each structure is followed by: hcGAS inh, NPYLR7 ag, mcGAS lum
> CS(=O)(=O)c1ccc(CN2CCCC(C(=O)c3ccccn3)C2)cc1 (stereo not drawn)
  -11, 13, -16
> COc1ccc(N(CC(O)CN2CCNCC2)S(=O)(=O)c2ccc(C)cc2)cc1 (stereo not drawn)
  -1, -1, -3
> CC1=C2[C@@H]3OC(=O)[C@H](C)C3CC[C@@]2(C)C=CC1=O (stereo partly drawn)
  -8, -1, -3
> CCCCN(C)C(=O)c1nn(Cc2ccc(S(=O)(=O)N3CCOCC3)cc2)c2ccccc12
  -3, 8, -4
> Cc1cc(Cn2ccsc2=N)c2ncccc2c1
  -6, 6, x
> CC1(C(=O)N2C[C@@H](c3cccc(F)c3F)[C@@H]3[C@H]2C2CCN3CC2)CC1
  -6, 7, x
> c1cnc2c(C3NCCc4[nH]cnc43)cnn2c1 (stereo not drawn)
  -3, 20, x
> CCOc1cccc2c1cc(C(=O)O)n2CC(C)C
  -4, 25, x
> CN(C)C(=O)Oc1cccc2c(OC(=O)N(C)C)cccc12
  -4, 0, x
> C[C@]12CC[C@H](OC3OC(O)C(O)C(O)C3O)C=C1CCC1C2CC[C@]2(C)[C@@H](c3ccc(=O)oc3)CC[C@]12O (stereo partly drawn)
  -2, -5, x
> COc1ccccc1C1SCC(=O)N(CC(=O)NCc2ccc(F)cc2)c2c1c(C(C)(C)C)nn2C (stereo not drawn)
  -5, 14, -5
> CCOC(C(=O)OCCN(C)C)(c1ccccc1)c1ccccc1
  -7, -12, x
> O=S1(=O)CCN(C2CCC3(CCNCC3)CC2)CC1
  1, x, 0
> COc1cc2c(cc1OC)[C@@]13CCN4CC5=CCO[C@H]6CC(=O)N2[C@H]1[C@H]6[C@H]5C[C@H]43
  -1, -8, x
> CC1CCCCN1C(=O)c1cc(N)cc(C(=O)C2CCCCN2C)c1 (stereo not drawn)
  -5, 0, -3
> CN(C)C(=O)Oc1ccc(-c2cn3cc(C(F)(F)F)ccc3n2)cc1
  -3, 13, x
> CSc1ccc(C(=O)C2CCCN(CCN3CCCC3=O)C2)cc1 (stereo not drawn)
  -1, -5, x
> CCC12CN3CCN(CC(C3)/C1=N/O)C2
  -9, 2, x
> Cc1cc(C(=O)OCC(=O)NC(=O)NC(C)C)c(C)n1C1CC1
  -5, -1, x
> Oc1ccc2c3c1OC1[C@@H](O)CC[C@@]4(O)[C@@H](C2)N(CC2CCC2)CC[C@]314 (stereo partly drawn)
  -3&-1, -4&0, x
> CNC(C)Cc1ccc(O)cc1 (stereo not drawn)
  -7, -21, x
> CCC(C)C(=O)O[C@H]1[C@H](O)CC2[C@@](C)(C3CC4C=COC4O3)[C@H](C)C[C@H](OC(C)=O)[C@@]2(COC(C)=O)[C@@]12CO2 (stereo partly drawn)
  -9, -11, -8

Fetched by compound from the list above:
Each structure is followed by: hcGAS inh, NPYLR7 ag, mcGAS lum
> CN1C(=O)C(=Cc2ccccc2)C(=O)N(C)C1=O
  -3, 2, -5
> Oc1ccc2c3c1OC1[C@@H](O)CC[C@@]4(O)[C@@H](C2)N(CC2CCC2)CC[C@]314 (stereo partly drawn)
  -3&-1, -4&0, x

Additional entries
Each structure is followed by: hcGAS inh, NPYLR7 ag, mcGAS lum
> COP(N)(=O)SC (stereo not drawn)
  -3, -3, x
> Nc1ccc(Sc2ccc(N)cc2)cc1
  -8, 2, x
> COc1ccc([C@@H]2CN(CC(=O)O)[C@@H]3C4CCN(CC4)[C@@H]32)cc1
  -2, 1, -16
> CNC(=O)Oc1ccccc1OC(C)C
  -6, -5, x
> CO[C@H]1[C@H](O)[C@H](O[C@H]2CC[C@]3(C)C4CC[C@]5(C)C(C6=CC(=O)OC6)CC[C@]5(O)C4CC[C@@H]3C2)O[C@@H](C)[C@@H]1O (stereo partly drawn)
  0&-5, 6&-7, -6
> C[C@]12CCC3C(CC[C@]4(O)C[C@@H](O)CC[C@]34C=O)[C@@]1(O)CCC2C1=CC(=O)OC1 (stereo partly drawn)
  -1, 2, x
> Cc1cccc(-n2nc(-c3ccccc3)c3c2N(CC(=O)O)C(=O)CSC3c2cccc(Cl)c2)c1C (stereo not drawn)
  1, -1, -3
> c1cnc2c(c1)CN(Cc1cc3n(n1)CCNC3)CC2
  1, 14, x
> Cc1ccc(-n2c(C)cc(/C=C3\C(=O)NC(=S)N(c4ccccc4)C3=O)c2C)cc1
  -11, 12, -1
> N#Cc1c(N)[n+]([O-])c2ccccc2[n+]1[O-]
  -7, 18, -10
> CCN1CCN(C(=O)Cc2csc3nc(-c4ccc(F)cc4)cn23)CC1
  6, 4, 1
> Cc1ccc(OP(N)(=O)Oc2ccc(C)cc2)cc1
  0&0, 10&15, x
> OC(c1ccccc1)(c1ccccc1)C1CCNCC1
  -1, 1, -6
> COC1=CC=C2[C@H]3Cc4ccc(OC)c5c4[C@@]2(CCN3C)[C@H]1O5
  -2, 2, -4
> COc1cccc([C@@H]2CCN(Cc3cn(C)c4ccccc34)C[C@H]2O)c1
  -6, 5, -15
> C(CCC1CCCO1)CNC1CSCCSC1 (stereo not drawn)
  -7, 10, -15
> CN1CCC2(CC1)CN(C(=O)Cc1ccc(Cl)c(Cl)c1)CCCN2C
  -10, 12, x
> Clc1cccc(-c2nccn2CCc2cnc[nH]2)c1
  -5, -4, x
> O=C(Nc1ncc([N+](=O)[O-])s1)c1cccn(Cc2cccc(C(F)(F)F)c2)c1=O
  -6, 9, x
> Cc1ccc(Cn2nc(C)c(C(=O)OCC(=O)N3CC(C)CC(C)C3)c2Cl)cc1 (stereo not drawn)
  6, 1, x
> COc1ccc2c(c1)c(C(=O)N1CCN(C(=O)C3CCCO3)CC1)nn2Cc1ccc(C(=O)N(C)C)cc1 (stereo not drawn)
  1, -2, 0
> N#CCCN1CC2CC(C1)c1cccc(=O)n1C2 (stereo not drawn)
  6, 8, x
> Cc1ccc(P2(=S)N=C3c4ccccc4CN3c3cc(N(C)C)ccc32)o1 (stereo not drawn)
  -6, -5, x
> COc1cc(C(=O)c2cc3cc(Cl)ccc3o2)cc(OC)c1OC
  -5, 5, -9
> CC1C=CC2([N+](=O)[O-])CN(C)CC1([N+](=O)[O-])C2C (stereo not drawn)
  5, 2, x
> CN1CCCC2CN(c3ccc(Br)cn3)CCC21 (stereo not drawn)
  -4, 4, -12
> CC(NC(=O)c1cn(Cc2ccc(F)cc2)nn1)c1ccccc1Cl (stereo not drawn)
  -5, 7, -12
> CN1[C@H]2CC[C@@H]1CN(C(=O)c1ccn[nH]1)CC2
  -2, -4, 0
> Cc1c(-c2ccc(C=C3C(=O)NC(=S)NC3=O)o2)ccc([N+](=O)[O-])c1C
  -5, -9, -2
> O=C1NC(=O)N(c2ccc(Cl)cc2)C(=O)/C1=C/c1ccc([N+](=O)[O-])o1
  32, 3, 47*
> CCC(=O)c1ccc(OCC(=O)N2C[C@H]3C[C@@H](C2)c2cccc(=O)n2C3)cc1
  -8, 3, -9
> CC1(C)CC2=NN(c3ccccc3)P(=S)(OC3CCCC3)C2=C(N2CCCCC2)C1 (stereo not drawn)
  -6, 8, x
> CCCC1=C(C(=O)OCC)C2(C(=O)Nc3ccccc32)C(C(=O)OC(C)(C)C)C(=N)O1 (stereo not drawn)
  -2, 1, -3
> CCC1(CC)C(=O)C=CNC1=O
  -1&-7, -7&-1, -6
